TRPV1 agonist: HTS Assay for Compounds that Act as Agonists of the Vanilloid Receptor 1. Transient receptor potential cation channel subfamily V member 1 (Homo sapiens), Q8NER1. TRPV1-expressing cells, Fluo-8 calcium influx, agonist mode. activation, % at 8.33 µM. 0.19% of 320,000 active. AID 540275, 2011; in the data active = activation above about 80%; inconclusive = between about 30% and that limit; note: 0% is about no effect
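Fluo-8 calcium influx in TRPV1-expressing cells, kinetic read (ex 480/em 520 nm). Compound added and read 3 min for agonist activity, followed by capsaicin at EC20 final and 2 min further read for enhancement.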
ELG1 DNA repair: qHTS screen for small molecules that inhibit ELG1-dependent DNA repair in human embryonic kidney (HEK293T) cells expressing luciferase-tagged ELG1; HEK293T ELG1-luciferase reporter, luminescence, 16 h; DNA damage induced by 5-fluorouridine; 2.3% of 330,000 active; Potency, µM (titrated, usually from 46.1 µM), for inactives: at the highest dose activity change, negative = inhibition, hits mostly inhibitors; note: potency is the fitted concentration of half-maximal effect; % is set by controls: 0 for no effect and ±100 for the full control effect; nearly all actives have a fitted effect of over 55% in size
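In this reporter screen, reduction of luminescence relative to DMSO vehicle indicated activity. Compounds and 5-fluorouridine were added together to 2,000 cells per well, incubated for 16 hr at 37 °C, then developed with ONE-Glo.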
hERG WT inh: qHTS for Inhibitors of KCHN2 3.1: Wildtype qHTS; Voltage-gated inwardly rectifying potassium channel KCNH2 (Homo sapiens), Q12809; U2OS, BacMam KCNH2, thallium flux FluxOr; stronger effect = lower value; activity change, % at 1.84 µM; 0.37% of 340,000 active;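 active = maximum activity change below -70%; inconclusive = maximum activity change between -70% and -50%; inactive = maximum activity change above -50%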; note: % is set by controls: 0 for no effect and ±100 for the full control effect
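U2OS cells were transduced with wild-type KCNH2 virus (2.03 x 10^8 / mL) for 4 h at room temperature, then cultured overnight at 37 C. Thallium flux was read with FluxOr dye. Rate constants were normalized to DMSO controls.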
KCNH2 3.1 inh: qHTS for Inhibitors of KCHN2 3.1: Mutant qHTS | Potassium voltage-gated channel subfamily H member 2, brain isoform KCNH2 3.1 (human) | U2OS KCNH2 3.1, thallium flux FluxOr; stronger effect = lower value | activity change, % (tested at about 1.8 µM) | 0.95% of 340,000 active;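 active = maximum activity change below -70%; inconclusive = maximum activity change from -70% to -50%; inactive = maximum activity change above -50%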;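 note: thallium influx rate constant from kinetic fluorescence after stimulation buffer; % is set by controls: 0 for no effect and ±100 for the full control effect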
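Normalized rate constant (relative to positive and negative DMSO controls) derived from a 2 min kinetic fluorescence read after stimulation; U2OS cells expressing the 3.1 isoform via virus at 1.77 x 10^8 /mL.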
USP2a block: qHTS Assay for Inhibitors of Ubiquitin-specific Protease USP2a Using CHOP2 as the Reporter; Potency, µM (top dose mostly 38.3 µM), inactives show at the highest dose activity change, negative = inhibition, hits mostly inhibitors; 0.01% of 330,000 active; USP2 core, Ub-CHOP2 coupled fluorogenic reporter, 485/531; Ubiquitin carboxyl-terminal hydrolase 2 (Homo sapiens), O75604;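 note: potency is the fitted concentration of half-maximal effect; plate controls were DMSO wells for no effect and full inhibition by NEM control for full effect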
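USP2 core (10nM final) preincubated 30min RT with compound in 20mM Tris-HCl pH 8.0, 2mM CaCl2, 2mM beta-mercaptoethanol, 0.05% CHAPS; 25nM Ub-CHOP2 plus 25nM reporter substrate added, fluorescence (Ex485/Em531) read after 60min.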
Mito fusion yeast: qHTS Assay for Small Molecule Inhibitors of Mitochondrial Division or Activators of Mitochondrial Fusion. 0.23% of 320,000 active. Potency, µM (series often up to 46.1 µM), for inactives: at the highest dose growth rescue (activation), usual class: activators. S. cerevisiae fusion-defective mutant growth rescue, CellTiterGlo 48 h;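 note: potency is the fitted concentration of half-maximal effect; % of control where 0% means no effect; nearly all actives have a fitted effect of over 45% in size; temperature-sensitive fusion mutants such as fzo1-1 at 37 °C on non-fermentable ethanol glycerol medium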
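Luminescent cell viability in 1536-well qHTS format served as the measure of rescued growth in ts fusion-mutant S. cerevisiae cultured on non-fermentable YPEG for 48 hours at 37C.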
TSHR antag: Antagonists of the Thyroid Stimulating Hormone Receptor: HTS campaign. Thyrotropin receptor (Homo sapiens), P16473. TSHR-expressing cells, TSH-stimulated cAMP HTRF, 2 h; stronger effect = lower value. activity change, negative = inhibition, % at 11.5 µM. 0.2% of 330,000 active;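 active = activity change below a set negative limit, meaning inhibition stronger than a set level, cut at about -70% in these data; inconclusive = activity change between two set negative limits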; note: % is set by controls: 0 for no effect and ±100 for the full control effect
Target sequence (P16473 whole entry, looked up): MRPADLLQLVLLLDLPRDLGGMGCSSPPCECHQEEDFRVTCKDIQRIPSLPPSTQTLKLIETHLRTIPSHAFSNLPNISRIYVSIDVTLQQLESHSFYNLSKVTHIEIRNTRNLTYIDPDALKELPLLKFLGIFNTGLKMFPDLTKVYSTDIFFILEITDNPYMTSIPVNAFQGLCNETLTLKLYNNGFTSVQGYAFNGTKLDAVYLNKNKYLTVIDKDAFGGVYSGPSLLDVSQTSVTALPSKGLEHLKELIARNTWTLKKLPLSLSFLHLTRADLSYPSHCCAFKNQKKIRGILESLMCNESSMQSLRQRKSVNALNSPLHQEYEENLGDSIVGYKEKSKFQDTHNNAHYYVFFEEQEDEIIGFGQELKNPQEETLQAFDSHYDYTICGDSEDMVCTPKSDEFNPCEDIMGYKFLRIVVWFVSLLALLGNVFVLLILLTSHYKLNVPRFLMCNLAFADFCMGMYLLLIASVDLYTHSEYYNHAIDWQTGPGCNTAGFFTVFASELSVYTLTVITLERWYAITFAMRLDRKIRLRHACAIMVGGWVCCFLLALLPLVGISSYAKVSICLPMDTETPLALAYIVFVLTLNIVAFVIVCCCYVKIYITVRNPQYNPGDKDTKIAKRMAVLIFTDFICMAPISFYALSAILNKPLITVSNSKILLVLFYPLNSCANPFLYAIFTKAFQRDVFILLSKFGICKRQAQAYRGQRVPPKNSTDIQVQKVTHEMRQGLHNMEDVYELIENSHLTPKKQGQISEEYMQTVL
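TSHR-expressing cells, 200/well, pre-treated with compound, then stimulated with EC80 TSH (4nM final) for 2 hours at 37 deg C. cAMP measured by competitive HTRF: anti-cAMP cryptate antibody in lysis buffer plus cAMP-d2, read after 30 minutes at room temperature.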
Eya2 phos inh: qHTS Assay for Inhibitors of the Phosphatase Activity of Eya2 | Protein phosphatase EYA2 (Homo sapiens), O00167 | recombinant Eya2, OMFP fluorescence dephosphorylation (OMFP is methylfluorescein phosphate) | Potency, µM (titrated, usually from 76.9 µM), for the others: top-dose activity, negative = inhibition, actives largely listed as inhibitors | 0.006% of 330,000 active | AID 488837, 2010; note: potency is the fitted concentration of half-maximal effect; % is set by controls: 0 for no effect and ±100 for the full control effect
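Eya2 protein (added as 0.2 uM solution) was preincubated with compound for 10 min at ambient temperature in 50 mM HEPES pH 7.5, 50 mM NaCl, 5 uM MgCl2, 0.05% BSA, 1 mM DTT. OMFP (added at 50 uM) then reacted 10 min; fluorescence read at 485/525 nm.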
AT treatment: qHTS Assay for Identifying a Potential Treatment of Ataxia-Telangiectasia; 0.19% of 320,000 active; Potency, µM (doses to about 57.5 µM), for inactives: at the top dose activation, actives largely listed as activators; AID 485349, 2010; […] A-T fibroblasts, KAP-1 phosphorylation AlphaLISA; neocarzinostatin DNA damage 30 min before lysis; note: potency is the fitted concentration of half-maximal effect; % of control where 0% means no effect; nearly all actives have a fitted effect of over 45% in size
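ATM-like activity read as KAP-1 phosphorylation via AlphaLISA donor/acceptor antibody pairs after lysis and 6 hr at 25C. Cells were ATM-null patient fibroblasts ([…], hTERT), dosed 60 min, then exposed to the DSB inducer NCS for 30 min.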
TCR activator: Activators of T cell receptors: qHTS campaign. primary human leukocytes, anti-CD3, IL-2 HTRF, 48 h. Potency, µM (titrated, usually from 9.22 µM), for inactives: top-dose activation of IL-2 secretion, actives largely listed as activators. 330,000 tested, under 10 active; note: % of control where 0% means no effect
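48 hr co-incubation of compounds, a-CD3 beads and primary human leukocytes; IL-2 quantified homogeneously by HTRF with anti-IL-2 K and d2 conjugates.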
Numbers without * were called inactive; ? = inconclusive; . = not tested or not shown; [ ] = dose if it differs, or a comment. Unless noted, calls come from the whole dose curve; as a rule, active = well fitted curve in the direction sought with a large enough effect; inconclusive = small, poorly fitted or top-dose-only effect, or another doubt; inactive = no such curve, though single readings can be large; an effect the other way counts as inactive or inconclusive. These rows are one share of the data. The share of hits here may be higher or lower than overall.

SMILES | TRPV1 agonist | ELG1 DNA repair | hERG WT inh | KCNH2 3.1 inh | USP2a block | Mito fusion yeast | TSHR antag | Eya2 phos inh | AT treatment | TCR activator
Cc1ccc(CSc2nc3ccccc3c(=O)[nH]2)cc1 | 2 | ? | 2 | -4 | 15% | 2% | 19 | 11% | 4% | 0%
N#Cc1sc2nc3c(c(-c4ccco4)c2c1N)CCCC3 | 4 | 0% | -8 | -1 | 0% | 18% | -9 | 13% | 8% | -1%
C=C(C)C(=O)Nc1cccnc1Oc1ccc(F)cc1 | -1 | -8% | 0 | -8 | -1% | 4% | 0 | -15% | -1% | -2%
CCN1CCN(Cc2ccc(NC(=O)c3ccc(C)c(NC(=O)c4cc(-c5ccc(Br)cc5)n[nH]4)c3)cc2C(F)(F)F)CC1 | 1 | ? | . | . | 0% | -2% | 6 | -2% | -5% | 9%
CC(=O)Nc1ncc(Cc2ccc(Cl)cc2Cl)s1 | -3 | 11% | -5 | -6 | 5% | 29% | 15 | 1% | -5% | 1%
CC(NC(=O)CC1CCCCC1)c1ccccc1 (stereo not drawn) | 15 | 11% | -8 | 3 | 2% | -2% | 6 | 10% | 7% | .
CCc1nc(SCC(=O)NNC(=O)C(C)C)c2ccccc2n1 | -1 | 0% | -6 | 11 | 2% | 2% | 5 | 9% | 2% | -11%
CC(NC(=O)COc1ncnc2cc([N+](=O)[O-])ccc12)c1ccccc1 (stereo not drawn) | -1 | -14% | -2 | -1 | 1% | -3% | -8 | 2% | -1% | 5%[46.1 µM]
COc1cc2c(cc1NC(=O)CN1CCN(S(=O)(=O)c3ccccc3F)CC1)oc1ccccc12 | -6 | 1% | 4 | -2 | 5% | 0% | 10 | -6% | . | -1%
CS(=O)(=O)N1CCCC(C(=O)NCCCN2CCC(Cc3ccccc3)CC2)C1 (stereo not drawn) | 0 | 4% | 16 | -15 | 1% | -1% | 7 | 12% | 6% | .
CCOC(=O)N1CCN(C(=O)c2cccn3c(=O)c4cc(Cl)ccc4nc23)CC1 | . | -5% | 6 | -4 | 0% | 3% | 8 | 7% | -7% | -4%
CCCN(CCC)C(=O)Cn1c2ccccc2c2nc(=O)cc(C)n21 | -1 | 12% | 3 | 1 | 0% | -1% | -9 | -3% | 8% | -4%
CC(Oc1ccc(F)cc1)C(=O)Nc1cccc(-c2nn[nH]n2)c1 (stereo not drawn) | 0 | -6% | -86* | 29 | -1% | 0% | 32 | 0% | 1% | 0%
COc1ccccc1NS(=O)(=O)c1ccc(C)c(C(=O)NCC2(N(C)C)CCCCC2)c1 | 2 | 0% | 17 | -4 | -1% | -1% | 10 | -6% | 4% | -3%
CCN(C(=O)CSc1nnc(Cc2ccccc2F)n1N)C1CCS(=O)(=O)C1 (stereo not drawn) | -4 | -5% | 3 | -8 | 2% | 0% | 1 | 14% | -2% | 4%
CCCNC(=O)[C@H]1N2C(=O)c3c(ccc(OC)c3OC)C2SC1(C)C (stereo partly drawn) | 3 | -6% | -4 | 6 | 1% | 3% | -7 | 5% | 5% | -10%
O=C(c1ccco1)N1CCN(S(=O)(=O)c2ccc3c(c2)CCN3C(=O)C2CCC2)CC1 | 0 | -11% | 11 | 5 | 9% | 1% | 2 | -8% | -2% | -12%[46.1 µM]
Brc1ccc2ncnc(NCc3ccco3)c2c1 | 0 | 8.2µM* | -2 | -2 | 0% | 3% | -22 | -5% | 6% | .
Cc1ccc(-c2noc(CCCC(=O)NCC3CCCO3)n2)cc1 (stereo not drawn) | 4 | -13% | -3 | -11 | 0% | 9% | 15 | 20% | -5% | 4%
O=C(CN1C(=O)c2ccc(Br)cc2C1=O)NCC1CCCO1 (stereo not drawn) | -11 | ? | 0 | 7 | 1% | 2% | 41 | 5% | 5% | -4%
CC1N(O)C(c2ccc(Cl)cc2Cl)N(O)C1(C)C (stereo not drawn) | 3 | ? | -7 | 2 | 5% | 3% | 20 | -6% | -3% | 3%
O=C(COc1ccccc1)Nc1ccccc1C(=O)NC1CC1 | 8 | 0% | 0 | 2 | 0% | 2% | -1 | -22% | 9% | -1%
O=C(NN1C(=O)c2ccccc2C1=O)C1CC2CCC1C2 (stereo not drawn) | -3 | 20% | 1 | -17 | 0% | 0% | 9 | -11% | -1% | -5%
Cc1ccccc1Cn1cnc2c([N+](=O)[O-])c(C)c(C)cc21 | 4 | ? | 1 | 4 | -1% | 6% | 6 | -3% | 1% | -2%
O=S(=O)(Nc1cc(Cl)ccc1-n1cncn1)c1ccc(F)cc1 | 2 | -25% | -21 | 1 | -7% | 0% | -9 | -2% | 6% | 58%
CCC(Oc1ccccc1)C(=O)NCCCN1CCOCC1 (stereo not drawn) | 0 | -5% | -4 | 21 | 1% | 0% | 8 | 6% | 11% | 2%
CCOC(=O)c1cc(S(=O)(=O)N2CCc3ccccc32)cn1C | 2 | ? | -18 | -7 | 0% | 13% | 1 | -3% | 6% | -5%
Cc1cc(-c2ccccc2)nc(N/N=C/c2ccc(O)cc2O)n1 | ? | ? | -2 | 29 | 0% | -8% | 7 | -2% | -5% | 6%
C=CCNC(=O)C12CCC(C)(C(=O)[C@H]1Br)C2(C)C (stereo partly drawn) | 1 | 6% | 5 | 11 | 0% | -6% | 9 | 4% | -5% | 5%
CC(C)N(C(=O)Cn1cnc2c(cnn2-c2ccccc2Cl)c1=O)C(C)C | -3 | 3% | 5 | 9 | 3% | -1% | -5 | -7% | 2% | -16%
COc1ccc(C2CC(c3cccs3)=NN2C(=O)COC(=O)C2CCCCC2)cc1OC (stereo not drawn) | 3 | 5% | 1 | -1 | -8% | 3% | -4 | -20% | 3% | -1%
O=C(NCCc1ccccn1)c1nc(Cn2cc(Br)cn2)no1 | 25 | 3% | 4 | -5 | 3% | -1% | 2 | 1% | 8% | -3%
COc1ccccc1/C=C/C(=O)NCC(=O)N/N=C/c1cccnc1 | -1 | 6% | . | 3 | 4% | -7% | 3 | -11% | 1% | -3%[46.1 µM]
COCC(=O)NCCc1ccc(S(N)(=O)=O)cc1 | -1 | 12% | -11 | 1 | 2% | -4% | 3 | -4% | 16% | 1%
NC(=O)C1CCN(CC(=O)Nc2nccs2)CC1 | 1 | 1% | 1 | -5 | -1% | 0% | 9 | 5% | 5% | 3%
CN(C(=O)COC(=O)c1ccc(NS(=O)(=O)c2cccs2)cc1)C1CCCCC1 | -2 | -6% | . | 10 | 4% | -1% | -4 | 1% | 1% | 5%[46.1 µM]
Cc1cc(C)c2nc(N3CCC(C(=O)NCCCN4CC(C)CC(C)C4)CC3)sc2c1 (stereo not drawn) | 3 | ? | 9 | -33 | 0% | -10% | -5 | 12% | 3% | -3%
CCOC(=O)c1sc(NC(=O)CN2C(=O)NC3(CCC(C)CC3)C2=O)c(C(=O)OCC)c1C (stereo not drawn) | -2 | -6% | 0 | -25 | 0% | -2% | 1 | 11% | 9% | -30%
CCn1nc(C)c(/C=N/NC(=S)Nc2ccc(Cl)cc2Cl)c1C | 3 | ? | -6 | -2 | -2% | 1% | -8 | 43% | 1% | 1%[46.1 µM]
Cc1ccc(NC(=O)CSc2nnc(NC(=O)c3ccco3)s2)cc1 | -1 | ? | . | 1 | 0% | 2% | -2 | -15% | -1% | 3%
CCOC(=O)C1CCCN(C(=O)c2cc3ncc(Br)cn3n2)C1 (stereo not drawn) | 1 | -11% | -3 | -3 | 2% | 3% | -1 | 6% | 1% | -2%
Cc1ccc2[nH]c(CSc3ccccc3)cc(=O)c2c1 | -11 | 4% | 0 | 9 | 5% | 10% | 9 | -9% | -4% | 2%
COc1ccc(S(=O)(=O)N(C)c2ccc(C(N)=O)cc2)cc1 | -2 | -2% | -17 | -2 | 4% | -2% | 3 | 26% | -1% | -4%
CC1CC(C)CN(C(=O)Nc2ccccc2F)C1 (stereo not drawn) | 16 | -1% | 1 | 3 | 0% | 3% | 1 | 9% | -3% | -3%
